# Screens (PubChem)
# TCR-CD3 inh – inhibitors of human TCR-CD3 interaction, primary screen, biochemical, fluorescence, TAMRA-labeled TCR probe. inhibition, % at 9.4 µM. hit rate 0.37% among 360,000. T-cell receptor (TCR); in the data active = inhibition above about 19%;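 note: recombinant mutant TCR 2C K166C tagged with TAMRA read by polarization; 0% = receptor in buffer alone and 100% = receptor with positive control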
# mABHD4 FP – ABHD4 inhibitors, primary screen, biochemical, fluorescence polarization, mouse; AID 720543, 2013; purified mABHD4, FP-Rh probe fluorescence polarization; hit rate 0.54% among 370,000; inhibition, % at 8.92 µM; (Lyso)-N-acylphosphatidylethanolamine lipase (Mus musculus), Q8VD66;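 active = inhibition exceeding the mean over every tested compound plus 3 SD, cut at about 30% in these data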;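 note: 0% = plate median of compound wells and 100% = S159A mutant with DMSO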
#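 Assay system: Wild-type mouse ABHD4 protein | Medium: HEPES pH 7.0 buffer, 150 mM NaCl, 0.01% Pluronic F-127 | Incubation: Enzyme–compound pre-incubation 45 min, then probe 60 min, both 25 °C | Technique: Fluorescence polarization with parallel and perpendicular emission, 525/598 nm | Evaluation: % inhibition of FP-Rh probe binding versus controls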
# UHRF1 binding – UHRF1 methylated DNA binding inhibitors, primary screen, counter-screen for MBD2 inhibitor project, biochemical, TR-FRET, human UHRF1, single concentration. UHRF1 binding to methylated oligo. inhibition, % at 4.4 µM. hit rate 0.75% among 370,000; in the data active = inhibition above about 21%;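 note: UHRF1 SRA domain binding a hemimethylated CpG hairpin DNA probe; 0% = median of test compound wells and 100% = reference inhibitor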
# PG9 Ab binder – binders of HIV-1 gp120 antibody PG9, primary screen, biochemical, TR-FRET; HIV-1 gp120 / PG9 antibody interaction; TR-FRET gp120-PG9 antibody binding; inhibition, % at 6.7 µM; hit rate 0.43% among 360,000; in the data active = inhibition above about 8.5%
# HTRA1 inhibitor – HTRA1 serine protease inhibitors, primary screen, biochemical, fluorescence polarization, HTS; Q92743; recombinant HTRA1, FP-rhodamine activity-based probe; inhibition, % at 5.96 µM; hit rate 0.5% among 340,000; AID 504803, 2011; in the data active = inhibition above about 36%;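 note: 0% = enzyme with DMSO and 100% = wells lacking enzyme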
# LEDGF integ inh – blockers of LEDGF/p75-dependent integrase strand transfer – biochemical, TR-FRET, high throughput, primary screen; HIV-1 integrase (with human LEDGF/p75); TR-FRET IN-LEDGF/p75 DNA integration, Eu/Cy5; inhibition, % at 3.7 µM; hit rate 0.64% among 370,000; AID 743269, 2014;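 active = inhibition above the screen-wide mean plus 3 SD, cut at about 13% in these data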;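 note: signal is the Cy5 over europium emission ratio at 671 and 618 nm; 0% = plate median of compound wells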
# PRMT1 FP inh – PRMT1 methyltransferase inhibitors, primary screen, biochemical, fluorescence polarization | recombinant PRMT1, activity-based probe fluorescence polarization | Protein arginine N-methyltransferase 1 (Homo sapiens), Q99873 | inhibition, % at 2.79 µM | hit rate 1.3% among 370,000;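 active = inhibition above about 21% made by adding two undisclosed values, limit read from the data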
# SIAE inh – human SIAE inhibitors, primary screen, biochemical, fluorescence polarization, FP-Rh probe, 1536-well HTS; SIAE FP-Rh probe binding; inhibition, % at 9.66 µM; hit rate 0.69% among 370,000; AID 1053197, 2014;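 active = inhibition above a cutoff: mean of compounds within the control limits plus 3 SD of those, cut at about 17% in these data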;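 note: 0% = plate median of compound wells and 100% = probe without SIAE protein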
# TDP2 inh – human TDP2 enzyme inhibitors, primary screen, biochemical, epi absorbance, recombinant enzyme; inhibition, % at 12.8 µM; hit rate 0.34% among 370,000; T5PNP hydrolysis, p-nitrophenol absorbance 415 nm; AID 720702, 2013; Tyrosyl-DNA phosphodiesterase 2 (Homo sapiens), O95551;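 active = inhibition above the mean of all tested compounds plus 3 SD, set per campaign, cut at about 25% in these data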;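 note: 0% = DMSO with enzyme and 100% = buffer with substrate but no TDP2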
# Target sequence (O95551 whole entry, looked up): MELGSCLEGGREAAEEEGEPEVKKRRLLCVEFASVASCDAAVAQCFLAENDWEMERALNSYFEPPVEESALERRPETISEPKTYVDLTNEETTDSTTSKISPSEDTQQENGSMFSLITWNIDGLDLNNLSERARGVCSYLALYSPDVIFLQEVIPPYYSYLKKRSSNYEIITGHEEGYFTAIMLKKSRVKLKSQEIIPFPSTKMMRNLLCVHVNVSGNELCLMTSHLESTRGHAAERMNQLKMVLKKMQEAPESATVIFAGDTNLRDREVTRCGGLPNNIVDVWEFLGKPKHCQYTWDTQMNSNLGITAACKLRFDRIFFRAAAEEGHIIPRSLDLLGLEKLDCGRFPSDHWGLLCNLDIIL
#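 Test system: human TDP2 enzyme; Input: 120 nM TDP2 per well; Buffer or medium: Mg2+-containing Tris-HCl buffer, pH 7.5; Reagent: 5 mM T5PNP; Dosing: 12.8 µM single point, 1% DMSO; Incubation: reaction 2 h, 37 °C; Detection: p-Nitrophenol epi absorbance; Read-out: % inhibition relative to enzyme-containing and enzyme-free wells; Replicates: single well per compound.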
# DDE Tn7 FP inh – inhibitors of Tn7 peptide binding to fibrin DD(E), primary screen, biochemical, fluorescence polarization, human fibrin, Tn7 probe; FP displacement of FITC-Tn7 peptide from fibrin DD(E); 0% = median of compound wells per plate; hit rate 0.13% among 370,000; inhibition, % at 8.3 µM;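 active = inhibition above the mean of compounds falling within the control limits plus 3 SD of them, cut at about 14% in these data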;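 note: 0% = plate median of compound wells and 100% = 10 µM Aha-Tn7 peptide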
# Target sequence (P02675 whole entry, looked up): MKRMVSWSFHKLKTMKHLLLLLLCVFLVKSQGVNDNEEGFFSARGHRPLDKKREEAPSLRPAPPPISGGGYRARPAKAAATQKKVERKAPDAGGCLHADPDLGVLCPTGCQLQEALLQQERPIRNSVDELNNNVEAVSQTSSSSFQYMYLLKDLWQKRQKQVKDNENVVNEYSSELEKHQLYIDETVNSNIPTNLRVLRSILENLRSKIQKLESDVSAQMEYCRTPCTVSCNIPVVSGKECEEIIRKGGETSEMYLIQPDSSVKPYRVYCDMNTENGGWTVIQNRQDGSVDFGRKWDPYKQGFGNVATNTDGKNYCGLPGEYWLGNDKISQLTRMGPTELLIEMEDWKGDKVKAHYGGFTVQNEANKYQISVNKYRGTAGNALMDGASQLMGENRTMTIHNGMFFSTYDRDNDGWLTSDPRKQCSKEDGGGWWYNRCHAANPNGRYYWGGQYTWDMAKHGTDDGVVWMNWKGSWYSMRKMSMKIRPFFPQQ
#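 system = human fibrin DD(E) protein | quantity = DD(E) 2 µM final | medium = Tris/NaCl/CaCl2 buffer, pH 7.8 | also added = labelled Tn7 tracer, 0.1 µM | compound dosing = single point at 8.3 µM | timing = compound with protein 10 min, then 3 h after probe, room temperature | signal = FP measurement | benchmarks = Aha-Tn7 high control | repeats = one replicate per compound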
# An asterisk follows results filed as active; nt = no result given.
smiles	TCR-CD3 inh	mABHD4 FP	UHRF1 binding	PG9 Ab binder	HTRA1 inhibitor	LEDGF integ inh	PRMT1 FP inh	SIAE inh	TDP2 inh	DDE Tn7 FP inh
CCOc1nc(C)cc(C)c1S(=O)(=O)c1cccc(Cl)c1	-0.8	-3.5	-1.4	-1.8	-1.5	0.6	0.9	11.3	4.5	-1.3
O=C1ON=C(c2ccccc2)/C1=C/c1ccc(OS(=O)(=O)c2ccccc2)cc1	3.6	15.5	-3.8	-1.3	-17.2	4.2	2.2	5.7	-0.5	-1.8
O=C(Cc1cn2ccsc2n1)NCCc1ccc(F)cc1	1.0	1.2	2.0	0.3	3.9	1.2	0.7	-1.6	-2.3	-0.2
CC(NC(=O)COC(=O)CSCc1ccccc1)c1ccccc1 (centres undefined)	2.4	10.2	0.5	-0.3	2.0	-2.6	1.9	-2.7	3.7	3.5
Cc1cc(C)c2nc(NC(=O)c3ccco3)sc2c1	3.4	-8.4	0.3	-0.6	-8.1	1.6	-3.2	-0.6	-3.4	1.5
Cc1onc(-c2ccccc2Cl)c1C(=O)Nc1nn[nH]n1	-3.5	-9.3	-0.4	-1.1	9.2	0.0	-1.2	3.0	-10.8	-2.5
CCOC(=O)C1=C(CSc2nc3c(cc2C#N)CN(C)CC3)OC(N)=C(C#N)C1c1ccncc1 (centres undefined)	7.3	13.4	-0.6	-2.3	13.9	-1.2	24.8*	2.9	-2.4	-3.5
O=C(Nc1cccc(-c2nc3ncccc3o2)c1)c1ccco1	-8.0	-2.2	-6.5	0.7	1.4	1.1	1.6	-10.7	-0.9	1.6
CCCCn1nc(C(=O)NCC(=O)Nc2c(C)cccc2C)c2ccccc2c1=O	6.2	0.1	0.0	-1.1	-1.0	0.5	-2.7	6.3	-9.8	2.6
COC(=O)C(NS(=O)(=O)c1ccc(N2CCCC2=O)cc1)c1ccccc1 (centres undefined)	3.1	2.4	0.8	-1.5	3.6	-1.3	-3.6	-7.6	8.2	2.8
Cn1c(=O)[nH]c2c(nc(-c3ccc(Cl)cc3)n2C)c1=O	4.1	-2.3	0.8	3.9	5.8	3.8	-0.8	0.5	-10.3	-3.8
c1nc(CCO[C@H]2CCCCO2)cc2cc3c(cc12)OCO3	-10.8	1.6	7.7	1.2	-0.2	-0.8	-0.9	1.1	3.8	5.1
CCCN(CCC)CCNS(=O)(=O)c1ccc2c(c1)CCN2C(=O)C1CCC1	1.4	2.1	1.7	-0.9	-5.7	-0.2	1.9	-5.0	-6.9	-3.2
Nn1c(SCc2ccc(Br)cc2)nnc1-c1ccncc1	-3.0	2.4	-0.8	1.5	7.7	-1.9	3.5	-2.1	1.7	1.2
CN(C)S(=O)(=O)c1cccc(C(=O)Nc2ccccc2N2CCCCC2)c1	-1.9	0.4	0.0	-1.0	2.6	-0.8	3.6	3.0	14.6	-4.7
COc1ccc(CCN2CC(C(=O)OCC(=O)Nc3c(C)nn(-c4ccccc4)c3C)CC2=O)cc1OC (centres undefined)	-2.6	3.9	-1.5	1.6	2.8	-0.3	2.3	1.3	9.8	1.8
CCN(c1ccccc1)S(=O)(=O)c1cccc(C(=O)NCCN2CCOCC2)c1	-1.4	0.9	1.7	1.1	-2.6	0.4	-4.1	-4.7	-11.0	-5.1
Cc1ccc(O)c(C(=O)c2cc(C#N)c(=O)n(C(C)c3ccccc3)c2)c1 (centres undefined)	2.1	-1.3	-1.3	1.6	-8.6	4.8	0.0	6.1	6.6	-4.8
COc1cccc(Nc2ccc(C(=O)O)cc2N)c1	0.9	21.9	0.6	-10.6	14.8	-6.6	4.7	-1.8	5.8	3.6
Cc1cccc(C(C)C)c1NC(=O)c1ccc(CN(c2ccccc2)S(=O)(=O)c2ccccc2)cc1	3.1	3.6	-3.0	-0.7	-0.2	1.1	-0.6	-12.3	-8.6	-3.9
Cc1nn2c(-n3ccnc3C)c3c(nc2c1-c1ccccc1)CCC3	6.1	8.6	2.6	-0.6	4.6	-2.0	-1.3	3.8	-3.9	-4.5
COc1ccc(CNC(=O)CN(C)S(=O)(=O)c2ccc(Br)s2)cc1	2.6	-1.8	0.8	-0.2	-5.2	-1.6	-1.0	-0.6	5.1	2.4
Cc1ccc(S(=O)(=O)N2CCOCC2)cc1NC(=O)COC(=O)c1ccc(Br)o1	-3.1	5.8	3.9	1.8	8.0	-3.7	-0.5	6.7	2.7	3.9
Cc1cc(=O)oc2cc(OC(C)C(=O)NC3CCN(Cc4ccccc4)CC3)ccc12 (centres undefined)	-1.0	2.1	-3.0	-0.3	3.5	2.7	-2.1	2.5	15.3	10.6
CCOC(=O)C1(CCc2ccccc2)CCN(C2Cc3ccccc3C2)CC1	6.6	8.7	1.4	-1.2	-8.8	-1.1	-1.1	-2.5	-6.2	-0.4
O=C(C[n+]1ccccc1)Nc1ccccc1Br	-6.5	-2.6	0.6	-3.2	nt	6.0	-1.0	-3.1	0.0	-7.5
CCCCNC(=O)C1c2ccccc2OCC(=O)N1Cc1ccco1 (centres undefined)	-4.1	2.8	-0.4	-3.9	nt	-4.6	0.5	2.3	3.9	-0.6
O=C(NC(=S)NNC(=O)c1ccco1)c1ccccc1	13.4	7.4	-1.8	-1.5	-0.3	0.4	-0.6	6.6	13.1	5.8
COCCN(CC(=O)Nc1cccc(C)c1C)C(=O)c1ccc(S(=O)(=O)N2CCOCC2)cc1	-4.5	-0.2	-0.1	-0.4	0.8	-4.3	0.8	5.2	-13.1	-6.8
O=C(CSc1ccccc1)Nc1ccc2sccc2c1	-1.4	-10.4	-4.6	0.6	-15.7	2.0	-2.7	1.0	11.0	1.4

# Entries above with an NH in an aromatic ring (2):
smiles	TCR-CD3 inh	mABHD4 FP	UHRF1 binding	PG9 Ab binder	HTRA1 inhibitor	LEDGF integ inh	PRMT1 FP inh	SIAE inh	TDP2 inh	DDE Tn7 FP inh
Cc1onc(-c2ccccc2Cl)c1C(=O)Nc1nn[nH]n1	-3.5	-9.3	-0.4	-1.1	9.2	0.0	-1.2	3.0	-10.8	-2.5
Cn1c(=O)[nH]c2c(nc(-c3ccc(Cl)cc3)n2C)c1=O	4.1	-2.3	0.8	3.9	5.8	3.8	-0.8	0.5	-10.3	-3.8

# More structures
smiles	TCR-CD3 inh	mABHD4 FP	UHRF1 binding	PG9 Ab binder	HTRA1 inhibitor	LEDGF integ inh	PRMT1 FP inh	SIAE inh	TDP2 inh	DDE Tn7 FP inh
CCC[C@H]1[C@@H](NC(=O)Nc2ccc3c(c2)OCO3)CC[C@@]23CCCN2C(=O)CCC[C@@H]13	nt	7.3	-1.0	nt	nt	0.7	-2.3	3.2	-5.2	4.1
CCOc1ccc(NC(=O)c2cccnc2Cl)c([N+](=O)[O-])c1	-12.7	-0.8	2.6	-0.1	1.8	1.3	-0.8	1.4	1.6	-0.6
C=CCN1C(=O)C(Cc2ccc(OC)cc2)S/C1=N\N=C\c1cccs1 (centres undefined)	4.7	-4.9	2.4	0.3	-10.0	1.8	-0.4	-3.2	-6.5	-10.1
COc1ccc(NC(=O)C[C@H]2C(=O)N(CCc3ccccc3)C[C@@H]2Cc2ccccc2)cc1	-8.6	4.3	-1.4	-0.7	-17.4	-7.0	5.0	0.4	3.0	-2.1
O=C(CSc1ccc([N+](=O)[O-])cc1)OCC(=O)N1CCCC1=O	10.0	1.1	1.2	-1.1	-6.1	1.8	2.9	0.0	15.8	-0.8
NC(N)=NS(=O)(=O)c1ccc(NC(=S)NC(=O)c2ccc(Br)cc2)cc1	-5.5	-12.7	2.8	-0.2	-18.7	5.6	-3.8	-8.0	-11.6	-5.1
CCCCNC(=S)NNC(=O)c1csc(C(C)C)c1	2.2	7.3	-3.2	-1.4	3.7	1.4	0.6	4.0	1.6	4.2
CC(=O)c1ccc(OCc2cc(C(=O)NCCn3nc(C)cc3C)no2)cc1	2.8	-3.4	0.6	-0.4	-3.5	-1.6	2.8	-1.5	3.5	5.2
Cc1cc(OC(C)C(=O)NCCN2CCOCC2)c2c(C)c(C)c(=O)oc2c1 (centres undefined)	-1.1	4.0	2.3	0.0	0.8	-6.1	3.0	1.5	-16.1	-1.6
COc1ccc(OC)c(S(=O)(=O)n2cnc3cc(C)c(C)cc32)c1	-1.4	2.5	-2.5	-0.6	-17.9	2.4	0.5	-7.6	-0.8	-6.6
COc1ccc(CC(=O)OCC(=O)N2N=C(c3ccccc3)CC2c2ccc(OC)cc2)cc1 (centres undefined)	0.2	-13.2	0.4	-2.0	-36.9	-3.9	-3.9	-7.8	-7.3	5.0
Cc1cc(C)n2nc(SCc3nnc(SCc4ccccc4Cl)s3)nc2n1	2.3	-1.3	0.8	-1.4	-7.6	-2.8	-1.9	1.1	2.2	-5.7
COc1ccc(CN2CCC(=O)N([C@H](CO)CC(C)C)CC2)cc1OC	-3.8	1.4	1.8	-2.0	1.8	0.5	-1.1	-2.2	-1.8	-7.1
CC(=C/C(=O)O)/C=C/c1ccc([N+](=O)[O-])cc1	-13.7	5.2	2.0	0.0	1.0	3.2	8.0	1.6	-10.4	-8.5
Cn1nnc2c[n+](CC(=O)c3ccc4ccccc4c3)cc(Br)c21	0.9	6.3	-4.9	-2.0	-4.5	4.2	7.3	0.6	9.7	-4.9
Cc1ccc([N+](=O)[O-])c2cccnc12	0.9	-1.4	-0.1	-1.7	6.3	0.3	1.6	0.4	0.3	2.9
O=C(CNC(=O)c1cccs1)OCc1ccc(Br)cc1	-7.5	-1.5	1.5	-0.3	-0.4	-3.0	-0.5	-4.7	-0.2	0.9
COc1nc(Cl)cn(-c2ccc(C)cc2)c1=O	6.8	9.1	-1.5	-0.8	1.1	-1.2	0.0	-5.3	-7.0	1.6
O=C(CCC1CCCN(C(=O)CCC(F)(F)F)C1)NCc1ccc(F)c(F)c1 (centres undefined)	-2.5	-3.0	0.3	-0.3	1.9	0.5	-0.1	0.8	12.9	-1.6
